Source: PubChem BioAssay (several laboratories)
ASAP1 inh: inhibitors of human ASAP1 ArfGAP activity, primary screen, biochemical, fluorescence polarization; Arf-GAP with SH3 domain, ANK repeat and PH domain-containing protein 1 (Homo sapiens), …; ASAP1-stimulated ARF1 GTP hydrolysis, GDP FP detection; inhibition, % at 16.5 µM; 360,000 compounds, 0.19% hits; AID 624377, 2012; in the data active = inhibition above about 25%;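 note: 0% = vehicle with enzyme and substrate and 100% = no enzyme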
Target sequence (Q9ULH1 325-724 limits assumed): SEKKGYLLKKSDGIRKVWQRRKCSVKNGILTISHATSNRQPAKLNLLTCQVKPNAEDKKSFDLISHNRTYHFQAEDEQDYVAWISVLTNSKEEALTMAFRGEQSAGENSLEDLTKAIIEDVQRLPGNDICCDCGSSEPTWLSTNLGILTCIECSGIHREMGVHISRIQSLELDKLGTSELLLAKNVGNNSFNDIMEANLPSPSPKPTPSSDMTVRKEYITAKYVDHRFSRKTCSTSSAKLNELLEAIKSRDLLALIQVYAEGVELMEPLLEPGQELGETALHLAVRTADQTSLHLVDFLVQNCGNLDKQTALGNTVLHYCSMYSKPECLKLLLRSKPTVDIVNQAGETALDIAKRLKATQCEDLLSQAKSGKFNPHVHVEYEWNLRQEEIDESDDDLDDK
GC-B act: human GC-B receptor activators, primary screen, HEK293 GC-B cells, cGMP TR-FRET, EC30 CNP; Atrial natriuretic peptide receptor 2 (Homo sapiens), P20594; 0% at EC30 CNP, 100% saturating CNP; activation, % at 10 µM; 370,000 compounds, 0.11% hits;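 active = activation at 10 µM reaching about 35% in either raw or pattern-adjusted values, limit read from the data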
ADAM10 inh: human ADAM10 inhibitors, primary screen, biochemical, QFRET, HTS; Disintegrin and metalloproteinase domain-containing protein 10 (Homo sapiens), O14672; recombinant ADAM10, EDANS/DABCYL FRET peptide cleavage, 3 h; inhibition, % at 7 µM; 370,000 compounds, 0.62% hits; AID 720582, 2013;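 active = inhibition above a per-campaign cutoff equal to the mean of compounds falling between control-based bounds plus 3 SD, cut at about 20% in these data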;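 note: 0% = DMSO wells while the 100% control is not disclosed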
FXN GAA850 act: FXN promoter activators, primary screen, cell-based, luciferase luminescence, HEK293 lucGAA850; HEK293 lucGAA850 FXN promoter luciferase reporter, 24 h; percent of 10 µM SAHA response; activation, % at 6 µM; 360,000 compounds, 0.56% hits;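 active = activation above the average of all compounds screened plus 3 SD, cutoff fixed separately per campaign, cut at about 7.5% in these data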;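 note: 0% = DMSO wells and 100% = 10 µM SAHA wells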
rCAG binder: binders of r(CAG) RNA repeats, primary screen, biochemical, fluorescence | r(CAG) RNA repeat, TO-PRO-1 dye displacement fluorescence | inhibition, % at 3 µM | 370,000 compounds, 1.3% hits | AID 651821, 2012;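 active = inhibition above the plate cutoff, the mean of all test compounds on that plate plus 3 SD, cut at about 35% in these data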;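 note: 0% = DMSO alone and 100% = 100 µM mitoxantrone as full dye displacement; higher means more dye released from RNA so lower well fluorescence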
KLK7 zymogen act: proKLK7 zymogen activators, primary screen, biochemical, fluorescence intensity. activation, % at 7 µM. Kallikrein-7 (Homo sapiens), P49862. purified proKLK7, EDANS-DABCYL substrate fluorescence; 100% is mature enzyme control, 0% vehicle. 370,000 compounds, 0.9% hits. AID 652039, 2013;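 active = activation above the mean of all tested compounds plus 3 SD, computed per campaign excluding outliers beyond control limits, cut at about 13% in these data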
DDE Tn6 FP inh: inhibitors of Tn6 peptide binding to fibrin DD(E), primary screen, biochemical, fluorescence polarization, human fibrin, Tn6 probe; Fibrinogen beta chain (Homo sapiens), P02675; Fibrin DD(E) TRITC-Tn6 fluorescence polarization displacement; inhibition, % at 8.3 µM; 370,000 compounds, 0.21% hits; AID 720509, 2013;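 active = inhibition above a per-campaign cutoff: mean of compounds within control limits plus 3 SD, cut at about 15% in these data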;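 note: 0% = median of all compound wells on the plate and 100% = blocking peptide control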
Target sequence (P02675 whole entry, looked up): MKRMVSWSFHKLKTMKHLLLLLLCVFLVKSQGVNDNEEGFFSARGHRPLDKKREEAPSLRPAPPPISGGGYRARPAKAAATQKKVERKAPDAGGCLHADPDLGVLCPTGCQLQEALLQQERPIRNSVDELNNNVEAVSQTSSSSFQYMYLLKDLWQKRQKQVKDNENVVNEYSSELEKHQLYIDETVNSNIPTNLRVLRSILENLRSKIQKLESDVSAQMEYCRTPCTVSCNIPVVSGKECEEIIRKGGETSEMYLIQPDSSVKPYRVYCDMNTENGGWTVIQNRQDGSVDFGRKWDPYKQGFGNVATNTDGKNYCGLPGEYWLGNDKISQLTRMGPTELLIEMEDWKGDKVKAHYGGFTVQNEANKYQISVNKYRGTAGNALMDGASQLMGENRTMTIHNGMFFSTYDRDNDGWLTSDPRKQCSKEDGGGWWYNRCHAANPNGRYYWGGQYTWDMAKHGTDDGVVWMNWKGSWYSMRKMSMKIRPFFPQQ
ARFGAP1 inh: inhibitors of rat ARFGAP1 GAP activity, primary screen, biochemical, fluorescence polarization, GDP tracer; ADP-ribosylation factor GTPase-activating protein 1 (Rattus norvegicus), Q62848; Arfgap1-stimulated ARF1 GTP hydrolysis, GDP FP detection; inhibition, % at 16.5 µM; 360,000 compounds, 0.26% hits;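 active = inhibition above a per-plate limit, mean inhibition of low control wells plus 3 SD, cut at about 25% in these data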;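 note: 0% = DMSO wells with enzyme and 100% = wells lacking Arfgap1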
Target sequence (Q62848 1-136 limits assumed): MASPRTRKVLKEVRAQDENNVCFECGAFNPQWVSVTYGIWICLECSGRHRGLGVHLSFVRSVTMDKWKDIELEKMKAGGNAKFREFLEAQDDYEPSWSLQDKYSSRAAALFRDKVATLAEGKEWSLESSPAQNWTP
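Assay system: purified rat His6-Arfgap1 residues 1-136 (GAP domain); Reagent: human Δ17 ARF1 bound to GTP; Dosing: 16.5 µM single point, 1.26% DMSO; Times: GTP hydrolysis reaction 2 h at 25 °C; Signal: FP, GDP Alexa 633 tracer displaced from anti-GDP antibody, 620/688 nm; Measure: % inhibition from polarization.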
NPR1 activator: GC-A stimulated cGMP production enhancers – HEK293 GC-A cells, cGMP TR-FRET, EC30 ANP, primary screen. 0% at EC30 ANP, 100% saturating ANP. activation, % at 10 µM. 370,000 compounds, 0.14% hits. AID 1671463, 2021; in the data active = activation above about 40%
HGIII-sPLA2 inh: human group III sPLA2 inhibitors, primary screen, biochemical, QFRET, BODIPY PC-A2 liposome substrate. AID 743126, 2013. 370,000 compounds, 0.56% hits. QFRET BODIPY PC-A2 liposome hydrolysis, fluorescence. Group 3 secretory phospholipase A2 (Homo sapiens), Q9NZ20. inhibition, % at 12.2 µM;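 active = inhibition above mean plus 3 SD of compounds lying within the high and low control bounds, cut at about 19% in these data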;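 note: 0% = median of test compound wells and 100% = no enzyme DMSO wells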
The depositor's hits bear a star; i = inactive; nt = no result given. The order is random; overall some 4.5% were active at least once.

SMILES	ASAP1 inh	GC-B act	ADAM10 inh	FXN GAA850 act	rCAG binder	KLK7 zymogen act	DDE Tn6 FP inh	ARFGAP1 inh	NPR1 activator	HGIII-sPLA2 inh
CCCCN(C(=O)C1COc2ccccc2O1)c1c(N)n(CCC)c(=O)[nH]c1=O (configuration not stated)	-7.9	8.0	0.8	0.5	0.1	0.4	5.3	-9.4	-0.8	-1.1
CCN1CCN(c2ccc(NC(=O)c3cccnc3)cc2Cl)CC1	-5.6	-3.3	-2.2	2.0	-5.1	-0.8	3.0	10.0	-0.8	3.2
CC(=O)NCCNC(=O)C1Cc2c(-c3ccc4c(c3)OCO4)ccnc2O1 (configuration not stated)	-3.3	-0.2	-73.7	-0.8	2.2	0.1	-2.2	-4.8	2.3	4.0
COc1ccc(S(=O)(=O)Cc2ccc(C(=O)NC3CC3)o2)cc1	-4.3	3.3	-11.6	0.8	-0.4	0.1	1.5	-2.7	-0.7	3.8
Cc1ccc(C(C(=O)NC2CCCCC2)N(C(=O)c2csnn2)c2ccccc2F)o1 (configuration not stated)	-10.2	1.1	-5.4	2.8	-5.2	0.2	4.7	-10.8	-7.6	-7.4
Cc1cc(/C=C2\SC(N)=NC2=O)c(C)n1-c1ccccc1	-2.7	-3.0	-0.1	5.0	20.6	-0.2	-5.3	-7.7	-0.8	5.6
COc1ccc(CC(=O)Nc2ccc(C(=O)Nc3ccccc3C(=O)O)cc2)cc1OC	7.1	10.7	5.6	1.1	58.6*	-1.1	-0.8	-5.5	3.4	-13.6
COc1cccc(NC(=O)C2(C)CCN2Cc2ccc(SC)cc2)c1 (configuration not stated)	-4.0	3.7	-7.6	3.1	-1.3	-0.5	2.0	-7.4	5.8	-4.8
COc1cc(CNCCc2ccccc2)cc(Br)c1OCC(=O)Nc1ccccc1C	-0.4	-3.7	3.0	-6.9	-9.3	0.4	-4.6	0.1	3.5	-21.6
COc1ccc(NC(=O)CNC(=O)N2CC(=O)Nc3ccccc32)cc1OC	2.9	1.4	-16.1	0.3	1.3	1.1	-0.3	0.6	-2.0	5.3
C#CCN(C[C@@H]1[C@@H](OC(=O)Nc2cccs2)[C@@H](OC(=O)Nc2cccs2)C[C@H](C(=O)OC)[C@@H]1C(=O)OC)S(=O)(=O)c1ccc(C)cc1	2.5	4.9	16.8	nt	19.2	-0.2	9.4	0.4	1.5	-10.1
O=C(Nc1cccc2ccccc12)c1ccc([N+](=O)[O-])o1	9.0	2.6	-7.4	-1.1	-0.3	-0.5	-6.2	0.4	4.8	5.2
CC(C)CC(NC(=O)C1CCC(C)CC1)C(=O)N1CCN(c2ccccn2)CC1 (configuration not stated)	17.7	4.3	-21.1	-2.9	-6.4	0.3	5.5	-12.0	1.0	11.1
CC1CCC(NC(=O)C2CCC(CNS(=O)(=O)c3cccc4nsnc34)CC2)CC1 (configuration not stated)	16.7	7.0	-9.7	1.7	0.3	-0.5	6.2	-4.8	0.9	1.8
CCOC(=O)c1ccc(NC(=O)NCCc2cnc[nH]2)cc1	1.5	-7.3	-7.1	0.3	-3.4	0.3	3.3	0.5	-0.2	-9.0
O=c1c(C(c2ccccc2)c2c(O)sc3ccccc3c2=O)c(O)sc2ccccc12	0.3	-0.4	-0.4	-0.8	28.9	0.5	-1.7	1.1	3.1	-10.4
Cc1cc(C)n2ncc(C(=O)Nc3ccc4c(c3)OCCO4)c2n1	nt	-0.7	-3.9	nt	nt	nt	-10.6	nt	4.9	1.0
CCC(C)[C@H](NC(=O)C1CCN(C(=O)[C@H](Cc2ccccc2)NC(=O)OC(C)(C)C)CC1)C(=O)O (some centres not stated)	-6.4	2.8	4.0	2.1	3.3	0.5	-10.4	7.0	6.0	6.6
CCCCNC(=O)CNC(=S)N(Cc1ccccc1F)C1CCCCC1	-3.6	0.9	2.4	0.9	-8.3	0.0	-0.2	-3.3	-8.9	1.3
CCc1cc(CNC(=O)C2CCC(=O)N(Cc3cccc(F)c3)C2)on1 (configuration not stated)	-7.1	2.7	-10.1	1.6	-4.7	-0.2	-2.2	-10.1	1.6	-0.4
O=C(/C=C/c1ccc(-c2ccccc2[N+](=O)[O-])o1)c1ccc(Br)cc1	3.1	-6.5	-1.4	1.3	21.7	-0.5	0.6	-0.3	2.1	-3.3
COc1cccc(-n2c(=O)[nH]cc(C(=O)Nc3ccc(NC(C)=O)cc3)c2=O)c1	-12.1	-1.6	-9.8	0.3	2.9	0.0	2.1	4.3	4.5	3.2
CC(NC(=O)c1ccc(CS(=O)(=O)c2ccc(Cl)cc2)o1)c1ccc2c(c1)OCCO2 (configuration not stated)	27.1*	-4.0	4.2	-2.8	-0.7	0.1	-0.3	4.9	-0.1	-14.7
NC(=O)c1cc[n+](Cc2ccccc2Cl)cc1	-9.7	6.2	-6.1	2.6	2.3	-0.1	-9.6	7.7	-4.3	11.5
Cc1cc2c3c(c1C)C1(C(=O)N3C(C)(C)CC2C)C(C#N)=C(N)OC2=C1C(=O)CC(C)(C)C2 (configuration not stated)	-4.5	2.4	-3.1	1.5	-3.7	-0.2	-1.7	-1.6	-0.3	2.8
Cc1ccccc1NC(=O)c1cn(-c2ccccc2)nc1-c1ccccc1	-8.5	-0.3	10.7	-0.3	-0.9	0.6	-7.4	-2.7	-2.9	-1.5
O=C(OCC#CCSc1nc2ccccc2s1)c1ccco1	-5.6	5.7	7.4	4.4	5.5	0.0	-7.2	7.1	5.5	-9.7
O=C(Nc1nc2c(s1)COc1ccccc1-2)c1cccs1	-6.0	2.9	-47.5	0.9	9.3	1.4	7.1	4.8	4.5	-11.9
Cc1cc(-c2ccccc2N)n[nH]1	-15.0	0.9	-209.6	2.2	0.3	0.2	1.0	-2.6	1.6	3.6
COC(=O)c1cnc(SCc2ccc(Cl)cc2)n1C	-1.3	-5.8	0.8	4.0	-2.6	0.3	-1.5	-1.6	3.1	-1.2

Some of the entries above in another layout.
smiles,ASAP1 inh,GC-B act,ADAM10 inh,FXN GAA850 act,rCAG binder,KLK7 zymogen act,DDE Tn6 FP inh,ARFGAP1 inh,NPR1 activator,HGIII-sPLA2 inh
CCCCNC(=O)CNC(=S)N(Cc1ccccc1F)C1CCCCC1,-3.6,0.9,2.4,0.9,-8.3,0.0,-0.2,-3.3,-8.9,1.3
CCc1cc(CNC(=O)C2CCC(=O)N(Cc3cccc(F)c3)C2)on1 (configuration not stated),-7.1,2.7,-10.1,1.6,-4.7,-0.2,-2.2,-10.1,1.6,-0.4
O=C(/C=C/c1ccc(-c2ccccc2[N+](=O)[O-])o1)c1ccc(Br)cc1,3.1,-6.5,-1.4,1.3,21.7,-0.5,0.6,-0.3,2.1,-3.3

Going on with the list.
SMILES	ASAP1 inh	GC-B act	ADAM10 inh	FXN GAA850 act	rCAG binder	KLK7 zymogen act	DDE Tn6 FP inh	ARFGAP1 inh	NPR1 activator	HGIII-sPLA2 inh
O=C(CCN1C(=O)c2ccccc2C1=O)Nc1cccnc1	4.2	1.9	-5.8	0.9	-0.4	-0.3	3.2	11.5	1.9	-0.3
COc1ccc(C(C(=O)Nc2ccc(C(C)C)cc2)N(C)C(=O)CNC(C)=O)cc1 (configuration not stated)	-1.3	-3.7	0.7	0.1	-7.2	0.0	-4.6	-7.5	3.2	-2.9
COc1cc(S(=O)(=O)N2CCN(C(=O)c3ccco3)CC2)ccc1Cl	-6.2	0.8	5.3	1.5	3.6	-0.4	1.1	-1.8	-4.2	-0.9
O=C(O)C(Cc1c[nH]c2ccccc12)NS(=O)(=O)c1ccccc1 (configuration not stated)	0.8	5.6	4.3	-0.6	3.8	0.2	5.8	-1.9	-1.2	-30.9
COc1ccc(Nc2nc(NN)nc(Nc3ccc(OC)cc3)n2)cc1	-8.1	1.6	10.5	0.6	8.4	-0.8	-4.8	16.7	10.8	0.7
COc1ccc(CNCCCn2cnc3c(SC)ncnc32)cc1	-6.1	-2.1	0.4	-0.3	1.3	0.2	-9.4	13.4	-2.8	-1.9
CC(=O)N(C)c1ccc(OCC(O)CN(c2ccccc2C)S(=O)(=O)c2ccc(C)cc2)cc1 (configuration not stated)	-1.0	1.4	4.0	-4.1	-8.7	-0.1	-2.4	-3.2	-0.3	-12.3
CCCNS(=O)(=O)c1ccc(OCC(=O)N2CCC(C(=O)OCC)CC2)cc1	2.5	-1.4	-7.4	-1.0	-7.1	0.3	-1.0	-4.5	-2.2	-6.5
Cc1cnc(C(=O)OCC(=O)Nc2ccc(Cl)cn2)cn1	-4.0	-9.0	-7.0	0.4	2.9	0.3	7.5	6.8	3.9	5.9
CCN(CC)Cc1cc(NC2=NS(=O)(=O)c3ccccc32)ccc1OC(=O)C(C)C	7.3	-2.3	0.6	-0.7	1.7	0.7	-7.3	3.1	0.6	-1.6
Cc1cccc(N(C(=O)C(F)(F)F)C(C(=O)NC2CCCCC2)c2cccs2)c1 (configuration not stated)	-4.9	-7.7	0.0	0.2	-3.8	-0.1	3.5	11.8	-10.2	2.9
Cc1nn(-c2ccccc2)c2[nH]c(=O)c(CNCCN3CCOCC3)cc12	2.3	2.5	-32.0	2.6	1.9	-0.5	3.7	-8.0	4.2	4.1
O=C(O)c1c(C(=O)N2N=C3/C(=C/c4ccccc4)CCCC3C2c2ccccc2)cccc1[N+](=O)[O-] (configuration not stated)	9.1	1.8	-5.2	1.2	34.6*	0.6	9.7	2.8	-4.9	-13.3
Cc1ccc(SCc2cc(=O)[nH]c(N3CCOCC3)n2)cc1	5.8	-1.1	11.0	-1.2	3.0	-0.8	3.6	7.0	-0.6	-1.6
O=C(NCc1ccccc1Cl)c1cccc(NC2=NC3CS(=O)(=O)CC3S2)c1 (configuration not stated)	4.0	3.8	-9.0	-0.1	1.4	0.5	6.4	2.8	4.0	1.1
CCOC(=O)c1cnn2c(C)cc(-c3ccc(F)cc3)nc12	8.7	2.2	i	8.3*	-3.8	25.6*	3.1	7.1	7.6	7.6
CC(C)C[C@H]1CNC(=O)C(=O)N1C[C@H]1CCCN1C[C@H](CC(C)C)N1C[C@H](CC(C)C)N(CCc2ccccc2)C(=O)C1=O	-13.2	-6.5	-8.3	nt	-1.1	0.5	1.5	-8.6	-1.2	2.0
CN(CC(=O)NC1CC1)S(=O)(=O)c1ccc(F)cc1	11.1	-4.6	-7.0	0.3	-1.0	0.8	-0.3	2.1	-3.9	3.5
Cc1c(Cl)cccc1NC(=O)CSc1nc(=O)n(CCCN2CCOCC2)c2c1CCCC2	6.0	-3.6	-2.4	0.2	0.1	0.6	4.5	-10.9	3.8	-7.2
